PglD inh: PglD (C. jejuni) enzyme inhibition | purified PglD enzyme, DTNB colorimetric CoA detection | inhibition, % at 12.5 µM | actives 0.098% (n = 360,000); in the data active = inhibition above about 16%, passing the limit was not always enough; inconclusive = no clear call, values can overlap the other calls; note: strong numbers were not always called active
PAX8 reporter: PAX8 transcriptional activity inhibition. RMG-I TPO-luciferase reporter, SteadyGlo, 24 h. inhibition, % at 12.6 µM. actives 1.2% (n = 360,000);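 active = mean replicate inhibition at least 60% with every replicate also reaching 60%; inconclusive = only one of the two criteria is met; inactive = mean below 60% and not all replicates reaching 60%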;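 note: luciferase light reporting Pax8 driven TPO promoter activity; plate controls were median of neutral control wells for no effect and mitoxantrone controls for full effect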
FN deposition inh: fibronectin deposition inhibition. AH1F fibroblasts, Alexa488-fibronectin deposition fluorescence, overnight. inhibition, % at 12.6 µM. actives 0.086% (n = 350,000);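 active = mean inhibition across replicates of 30% or more, regardless of how many single replicates reach that level; inconclusive = mean under 30% yet at least half of replicates reach 30%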;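 note: positive control wells lacked labelled fibronectin entirely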
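Test system: AH1F fibroblast monolayer depositing Alexa488-labelled fibronectin into matrix. Input: 10000 cells per well. Technique: fluorescence, ex 485 nm, em 525 nm. Buffer or medium: DMEM plus 2% serum, read in PBS. Timing: 1 h cell adhesion before compound, then overnight fibronectin incubation. Compound: single dose, pinned. Read-out basis: inhibition from reduced deposited-fibronectin fluorescence.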
EWS-Fli block: blocks EWS/Fli oncoprotein-driven transcription. A673 NR0B1-luciferase reporter, viability-normalised. inhibition, % at 12.6 µM. actives 0.67% (n = 350,000). AID 651661;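 active = mean inhibition of at least 50% after viability correction, with every replicate also passing that limit; inconclusive = mean reaches 50% but only one of two replicates passes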;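 note: firefly luciferase signal divided by Alamar Blue viability fluorescence both relative to DMSO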
PGC1a acetyl inh: PGC1a acetylation modulation, inhibitor mode; U2OS PGC1a acetylation, AlphaScreen anti-acetyl-lysine; with virally co-expressed GCN5 acetyltransferase; inhibition, % at 15.6 µM; actives 0.17% (n = 350,000);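 active = every replicate shows inhibition of at least 40%; inconclusive = mean inhibition at least 40% but some replicate below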;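 note: 0% = neutral control wells and 100% = positive control wells; some results beyond the cut were filed as inactive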
LGR2 inh: blocks bursicon-induced cAMP signaling via Drosophila LGR2 | HEK293 LGR2, CRE-luciferase, bursicon-stimulated, 4 h | inhibition, % at 9.99 µM | actives 0.35% (n = 380,000) | AID 720647;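 active = drop in luminescence signal, shown as inhibition above about 50% in the replicate tests, limit read from the data, passing the limit was not always enough; inconclusive = probably only some replicates passing the limit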;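 note: agonist challenge used bursicon conditioned medium at about half maximal strength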
ERAP1 inh: inhibitors of human ERAP1 aminopeptidase; inhibition, % at 10.7 µM; actives 0.15% (n = 340,000); Q9NZ08; AID 652197; recombinant ERAP1, Leu-AMC fluorescence, 60 min;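 active = mean replicate inhibition of at least 30%, or all replicates individually reaching that 30% level; inactive = mean below 30% and not every replicate reaching it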;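 note: 0% = neutral control wells and 100% = L-leucinethiol positive control wells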
S100A4 MyoIIA: inhibitors of human S100A4 binding to myosin IIA peptide | S100A4/TAMRA-MyoIIA peptide fluorescence polarization | inhibition, % at 10.7 µM | actives 0.14% (n = 360,000) | AID 652163;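 active = mean inhibition of at least 70% across replicates, with every replicate also reaching that level; inconclusive = mean inhibition reaches 70% but some replicates fall short; inactive = mean inhibition below 70%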
Target sequence (P26447 whole entry, looked up): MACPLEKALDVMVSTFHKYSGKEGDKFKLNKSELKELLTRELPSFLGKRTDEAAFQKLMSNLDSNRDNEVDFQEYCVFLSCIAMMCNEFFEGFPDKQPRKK
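assay system = human S100A4 monomer with TAMRA-labelled myosin IIA peptide | also added = labelled myosin peptide probe, 5 nM | incubation = 5 min between mix addition and reading | control set = DMSO and TFP controls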
Active calls of the source: *; ? = inconclusive; nt = not tested or not shown. The order is random; any-hit rate near 2.1%.

Key to letters – A = PglD inh; B = PAX8 reporter; C = FN deposition inh; D = EWS-Fli block; E = PGC1a acetyl inh; F = LGR2 inh; G = ERAP1 inh; H = S100A4 MyoIIA
COc1cc(NC(=O)C2C3C=CC(C3)C2C(=O)O)c(OC)cc1Cl (stereo unspecified)
  A: 1; B: nt; C: nt; D: 3; E: 6; F: 22; G: -5; H: -3
CCCCCCN1C[C@H](n2cc(-c3ccc(F)cc3)nn2)[C@@H](O)C[C@@H]1c1ccc(Cl)cc1
  A: -4; B: 6; C: 9; D: 41; E: 0; F: 8; G: 0; H: -1
CCCCCNCc1ccc(Br)cc1
  A: nt; B: nt; C: nt; D: 0; E: nt; F: -13; G: 14; H: -5
CC(C)NC(=O)Nc1cccc2c1O[C@H](CN(C)S(=O)(=O)c1ccc(F)cc1)[C@H](C)CN([C@@H](C)CO)C2=O
  A: 23; B: 7; C: -2; D: 2; E: 4; F: 5; G: 0; H: 0
CO[C@H]1CN(C)C(=O)c2ccc(NC(=O)c3cc(C)on3)cc2OC[C@H](C)N(C)C[C@H]1C
  A: 0; B: -8; C: 4; D: 10; E: 2; F: 1; G: -4; H: 11
Cc1ccc(S(=O)(=O)N2C[C@@H]3CCCC[C@@H]3[C@@H](C)[C@H]2c2cn(Cc3ccccc3)c3ncccc23)cc1
  A: 0; B: ?; C: nt; D: 5; E: -5; F: 16; G: 0; H: 1
COc1ccc(-c2csc(NC(=O)Cc3ccccc3F)n2)c(OC)c1
  A: 0; B: 4; C: -5; D: -23; E: -17; F: -6; G: 0; H: -4
Cc1ccc(S(=O)(=O)N2CCN(C(=O)c3cc(S(=O)(=O)N(C)C)ccc3N3CCCC3)CC2)c(C)c1
  A: 0; B: 18; C: 11; D: 8; E: nt; F: -18; G: 0; H: -67
C[C@H](CO)N1C[C@H](C)[C@@H](CN(C)C(=O)CC2CC2)Oc2ncc(C#C[C@@H](C)O)cc2C1=O
  A: 5; B: nt; C: 0; D: -3; E: -5; F: 16; G: 2; H: -4
C[C@@H]1CN([C@@H](C)CO)C(=O)c2cc(NC(=O)Nc3ccc(F)cc3)ccc2O[C@@H](C)CCCCO[C@@H]1CN(C)Cc1ccccc1
  A: -3; B: 2; C: nt; D: 11; E: -11; F: 27; G: 4; H: 12
COCC(=O)N1C[C@H](C)[C@@H](OC)CN(C)C(=O)c2ccc(NC(=O)Nc3ccccc3)cc2OC[C@@H]1C
  A: nt; B: nt; C: -2; D: -11; E: 1; F: 1; G: 0; H: 48
CN(Cc1ccccc1)C(=O)c1ccc([N+](=O)[O-])o1
  A: nt; B: 20; C: 2; D: 14; E: nt; F: 15; G: 1; H: -2
O=C(/C=C/c1cccc([N+](=O)[O-])c1)NC(=S)Nc1ccc(CN2CCOCC2)cc1
  A: 5; B: 5; C: 2; D: 12; E: nt; F: 34; G: 0; H: -12
CCS(=O)(=O)N1Cc2ccccc2CC1C(=O)N(C)CC(=O)Nc1cccc(F)c1 (stereo unspecified)
  A: nt; B: -24; C: -4; D: -45; E: nt; F: -24; G: 2; H: 1
C[C@@H]1CN([C@H](C)CO)C(=O)c2cc(NS(=O)(=O)c3cccs3)ccc2O[C@@H]1CN(C)C
  A: -3; B: -6; C: nt; D: -2; E: 6; F: -4; G: 2; H: -7
CC(=O)Nc1ccc(NC(=O)C2Cc3c(-c4cccc(F)c4)ccnc3O2)cc1 (stereo unspecified)
  A: 4; B: 10; C: 3; D: -13; E: 9; F: 0; G: -2; H: 3
CCCn1c(=S)[nH]c2ccccc2c1=O
  A: nt; B: -5; C: nt; D: 1; E: nt; F: -30; G: -8; H: 0
Cc1cc(C)c(C#N)c(SCCS(=O)(=O)c2ccc(Cl)cc2)n1
  A: -1; B: 21; C: 6; D: 10; E: -22; F: 10; G: nt; H: -10
COCC(=O)N1C[C@H]2[C@@H](c3ccccc31)[C@@H](CO)N2C(=O)c1ccccc1F
  A: 1; B: -5; C: -4; D: -4; E: -9; F: 5; G: 2; H: 5
O=C(COC(=O)c1ccc([N+](=O)[O-])o1)NCc1ccccc1
  A: nt; B: -6; C: -5; D: -1; E: nt; F: nt; G: 3; H: -1
Cc1nc2ccccc2c(=O)n1NC(=O)c1cccc([N+](=O)[O-])c1
  A: nt; B: 14; C: 3; D: -1; E: 9; F: 23; G: 5; H: 8
Cc1ccc(S(=O)(=O)N2CCOCC2)cc1NC(=O)c1ccncc1
  A: 0; B: -3; C: 2; D: -9; E: 12; F: -2; G: 0; H: -1
CCOC(=O)N1CCN(S(=O)(=O)c2cc(C)c(C)cc2C)CC1
  A: 3; B: 4; C: 2; D: nt; E: -19; F: nt; G: nt; H: nt
CO/N=C/CC(=O)c1cnc(-c2ccc(Cl)cc2)s1
  A: -3; B: -14; C: -4; D: -50; E: nt; F: -62; G: -10; H: 13
O=C(O)Cc1ccc(S(=O)(=O)Nc2ccccc2C(=O)O)cc1
  A: nt; B: -3; C: -11; D: 13; E: 0; F: 6; G: nt; H: -1

Copied from the results shown for reference:
Key to letters – A = PglD inh; B = PAX8 reporter; C = FN deposition inh; D = EWS-Fli block; E = PGC1a acetyl inh; F = LGR2 inh; G = ERAP1 inh; H = S100A4 MyoIIA
CN(Cc1ccccc1)C(=O)c1ccc([N+](=O)[O-])o1
  A: nt; B: 20; C: 2; D: 14; E: nt; F: 15; G: 1; H: -2
O=C(/C=C/c1cccc([N+](=O)[O-])c1)NC(=S)Nc1ccc(CN2CCOCC2)cc1
  A: 5; B: 5; C: 2; D: 12; E: nt; F: 34; G: 0; H: -12
CCS(=O)(=O)N1Cc2ccccc2CC1C(=O)N(C)CC(=O)Nc1cccc(F)c1 (stereo unspecified)
  A: nt; B: -24; C: -4; D: -45; E: nt; F: -24; G: 2; H: 1
C[C@@H]1CN([C@H](C)CO)C(=O)c2cc(NS(=O)(=O)c3cccs3)ccc2O[C@@H]1CN(C)C
  A: -3; B: -6; C: nt; D: -2; E: 6; F: -4; G: 2; H: -7
CC(=O)Nc1ccc(NC(=O)C2Cc3c(-c4cccc(F)c4)ccnc3O2)cc1 (stereo unspecified)
  A: 4; B: 10; C: 3; D: -13; E: 9; F: 0; G: -2; H: 3
CCCn1c(=S)[nH]c2ccccc2c1=O
  A: nt; B: -5; C: nt; D: 1; E: nt; F: -30; G: -8; H: 0
Cc1cc(C)c(C#N)c(SCCS(=O)(=O)c2ccc(Cl)cc2)n1
  A: -1; B: 21; C: 6; D: 10; E: -22; F: 10; G: nt; H: -10
COCC(=O)N1C[C@H]2[C@@H](c3ccccc31)[C@@H](CO)N2C(=O)c1ccccc1F
  A: 1; B: -5; C: -4; D: -4; E: -9; F: 5; G: 2; H: 5
O=C(COC(=O)c1ccc([N+](=O)[O-])o1)NCc1ccccc1
  A: nt; B: -6; C: -5; D: -1; E: nt; F: nt; G: 3; H: -1
Cc1nc2ccccc2c(=O)n1NC(=O)c1cccc([N+](=O)[O-])c1
  A: nt; B: 14; C: 3; D: -1; E: 9; F: 23; G: 5; H: 8

Additional entries follow:
Key to letters – A = PglD inh; B = PAX8 reporter; C = FN deposition inh; D = EWS-Fli block; E = PGC1a acetyl inh; F = LGR2 inh; G = ERAP1 inh; H = S100A4 MyoIIA
CCN(CC)CCNC(=O)CCN1N=C(c2ccccc2)CCC1=O
  A: -2; B: 7; C: -8; D: 4; E: 1; F: -18; G: 0; H: -5
CC(Sc1cccc[n+]1[O-])C(=O)Nc1cccc([N+](=O)[O-])c1 (stereo unspecified)
  A: nt; B: 15; C: nt; D: -4; E: -3; F: 2; G: -2; H: 0
CN(NC1OC(=O)c2ccccc21)c1ccc(Cl)cc1[N+](=O)[O-] (stereo unspecified)
  A: 0; B: 5; C: 15; D: 11; E: -3; F: -4; G: 2; H: 0
Cc1ccccc1S(=O)(=O)N1C(c2ccc(Cl)c(Cl)c2)CC=C(C(=O)O)C1c1cccc(Br)c1 (stereo unspecified)
  A: nt; B: -10; C: -7; D: -5; E: nt; F: -7; G: -4; H: 2
Cc1nn(Cc2ccccc2Cl)c2sc(C(=O)Nc3ccccc3N3CCOCC3)cc12
  A: nt; B: 43; C: 9; D: 50*; E: nt; F: 1; G: -1; H: -5
O=[N+]([O-])c1ccc(-n2nncc2-c2ccc(Cl)cc2)cc1
  A: -3; B: nt; C: nt; D: 5; E: -11; F: -5; G: -1; H: 3
CCCC(=O)N(CCc1c[nH]c2ccccc12)[C@@H]1CC(C(=O)NCCO)=C[C@H](Oc2c(I)cc(CO)cc2OC)[C@H]1O
  A: -1; B: nt; C: nt; D: -3; E: -2; F: nt; G: -1; H: -20

One compound at a time, from the list above. Order of screens: PglD inh | PAX8 reporter | FN deposition inh | EWS-Fli block | PGC1a acetyl inh | LGR2 inh | ERAP1 inh | S100A4 MyoIIA
`CCN(CC)CCNC(=O)CCN1N=C(c2ccccc2)CCC1=O` is entered as -2 | 7 | -8 | 4 | 1 | -18 | 0 | -5
`Cc1ccccc1S(=O)(=O)N1C(c2ccc(Cl)c(Cl)c2)CC=C(C(=O)O)C1c1cccc(Br)c1` (stereo unspecified) is entered as nt | -10 | -7 | -5 | nt | -7 | -4 | 2
